High-throughput results as filed in PubChem.
NR2E3 ag-1 = activates human photoreceptor nuclear receptor NR2E3; Q9Y5X4; GST-NR2E3/biotin-RetCOR TR-FRET, 1536-well; inhibition of corepressor binding, % at 4.78 µM; 0.12% of 320,000 active; AID 2300;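 active = percent inhibition above the cutoff of mean plus 3 SD of all tested compounds, set per screening campaign, cut at about 20% in these data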;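 note: 0% = DMSO wells and 100% = biotin wells as full block of FRET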
Target sequence (Q9Y5X4 whole entry, looked up): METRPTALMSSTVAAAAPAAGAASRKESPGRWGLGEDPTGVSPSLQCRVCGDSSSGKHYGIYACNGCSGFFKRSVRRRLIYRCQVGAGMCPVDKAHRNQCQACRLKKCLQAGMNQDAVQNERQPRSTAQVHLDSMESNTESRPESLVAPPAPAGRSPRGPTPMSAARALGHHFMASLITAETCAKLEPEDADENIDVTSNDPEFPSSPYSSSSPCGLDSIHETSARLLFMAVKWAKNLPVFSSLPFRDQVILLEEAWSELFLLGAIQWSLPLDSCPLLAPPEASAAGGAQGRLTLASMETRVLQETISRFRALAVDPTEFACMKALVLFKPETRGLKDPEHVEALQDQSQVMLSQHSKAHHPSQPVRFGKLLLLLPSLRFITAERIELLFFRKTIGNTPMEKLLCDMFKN
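Assay system: NR2E3–RetCOR corepressor complex. Quantity: 1.35 nM GST-NR2E3. Buffer or medium: pH 7.5 Tris-based buffer. Reagent: biotinylated RetCOR corepressor at 7 nM final. Schedule: 5 h at 4 °C. Detection: TR-FRET, emission read at 617 and 671 nm. Replicates: one well per compound, singlicate testing.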
HIF-2a inh = blocks HIF-2a reporter activity. 786-0 RCC cells HIF-2a reporter, luciferase luminescence, overnight. inhibition, % at 18.8 µM. 0.72% of 360,000 active;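 active = inhibition of the luminescence signal of 40% or more relative to plate controls, in a single-dose primary screen at 18.75 µM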
Peg3 promoter = Peg3 promoter activity inhibition. HeLa PEG-Prom luciferase reporter, luminescence, overnight. 1.7% of 360,000 active. inhibition, % at 20 µM;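 active = inhibition of at least 50% at 20 µM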
PDI turbidity = PDI (human) enzyme inhibition | AID 588391 | 0.052% of 350,000 active | inhibition, % at 10 µM | PDI insulin aggregation turbidity, A650, 90 min | P07237;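 active = mean inhibition across replicates of 30% or more, whatever share of single replicates reach that level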;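 note: absorbance from insulin aggregation driven by PDI reduction with DTT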
Target sequence (P07237 whole entry, looked up): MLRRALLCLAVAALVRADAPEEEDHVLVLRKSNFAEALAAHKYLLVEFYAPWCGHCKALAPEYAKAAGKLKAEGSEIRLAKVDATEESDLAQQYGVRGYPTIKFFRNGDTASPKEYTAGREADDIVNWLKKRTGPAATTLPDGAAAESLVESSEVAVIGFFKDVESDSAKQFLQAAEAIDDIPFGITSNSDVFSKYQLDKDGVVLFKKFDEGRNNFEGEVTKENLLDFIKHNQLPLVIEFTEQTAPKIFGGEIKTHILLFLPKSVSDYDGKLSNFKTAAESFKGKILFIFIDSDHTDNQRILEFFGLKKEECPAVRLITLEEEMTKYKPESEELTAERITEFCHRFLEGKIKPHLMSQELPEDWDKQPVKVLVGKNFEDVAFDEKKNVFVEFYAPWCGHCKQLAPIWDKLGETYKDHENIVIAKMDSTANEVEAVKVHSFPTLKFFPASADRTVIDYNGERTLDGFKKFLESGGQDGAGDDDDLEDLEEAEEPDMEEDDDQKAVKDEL
KKLEB cytotox = CF airway cell cytotoxicity counter-screen | KKLEB CF airway cells viability, ATPlite luminescence, overnight; hits give low values; cells stimulated with P. aeruginosa culture filtrate | activity change (cytotoxicity), % at 5 µM | 0.36% of 360,000 active;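 active = corrected activity change at or below -50% at 5 µM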
TRPM1 prom inh = inhibitors of MITF-driven TRPM1 promoter in melanoma cells | SK-MEL-5 TRPM1 promoter luciferase, 24 h | inhibition, % at 12.5 µM | 0.83% of 330,000 active;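 active = mean inhibition across replicates of 60% or more, whatever share of single replicates reaches that level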; note: values of inactives mirror those of a sister screen read the other way
Shn3 inh set2 = Schnurri-3 reporter inhibition in Clone20 osteoblasts; 0.52% of 360,000 active; inhibition, % at 12.5 µM; Clone20 osteoblast Shn3 3'UTR firefly luciferase, 24 h;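 active = mean inhibition of at least 75% with every replicate also reaching 75%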;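 note: 0% = median of neutral control wells and 100% = pilot-screen positive control compound; some compounds past the cut are filed as inactive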
Vif imaging = HIV Vif inhibition; HEK293T cells, Vif self-association by quenched fluorescence, imaging, 24 h; 0.35% of 340,000 active; inhibition, % at 7.49 µM; in the data active = inhibition above about 50%, passing the limit was not always enough; note: some results filed as inactive read as strong as hits
CF NFkB inh = inhibitors of cystic fibrosis induced NF-kB; AID 588850; 0.86% of 360,000 active; KKLEB NF-kB-GFP reporter, PAF-induced, GFP fluorescence overnight; inhibition, % at 5 µM;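 active = at least 50% inhibition at 5 µM, scaled per plate between neutral and stimulator controls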;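 note: PAF is a Pseudomonas aeruginosa culture filtrate used as stimulus; plate controls were PAF-stimulated DMSO wells for no effect and unstimulated DMSO wells for full effect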
NR2E3 ag-2 = activates human NR2E3 receptor | inhibition of corepressor binding, % at 3.98 µM | 0.35% of 360,000 active | Q9Y5X4 | AID 602229 | CHO-S Gal4-NCOR/VP16-NR2E3 two-hybrid, luciferase;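 active = inhibition above the mean of all tested compounds plus 3 SD, cut at about 70% in these data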;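 note: 0% = DMSO with NR2E3 transfected cells and 100% = cells lacking NR2E3 construct; higher means lower luciferase signal from less NR2E3 corepressor binding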
CaV13 FRET inh = Disruptors of the CACNA1D IQ motif to Ca2+-dependent inactivation inhibitor domain association, primary screening, Förster resonance energy transfer in intact living …; HEK cells, CFP/YFP FRET ICDI-IQ, plate reader, 10 min; percent FRET-ratio fall versus neutral wells; inhibition, % at 12.3 µM; 0.098% of 340,000 active;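 active = mean replicate inhibition of at least 30% and at least 1% of replicates passing that level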;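 note: 0% = median of the neutral control wells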
An asterisk follows results filed as active; x = no result given; & = joins results of further samples; ! = not confirmed by another sample.

1: COc1ccc(NC(=O)CN2C(=O)COc3ccc(S(=O)(=O)N4CCCCC4)cc32)c(OC)c1
2: Cc1ccccc1-n1nnnc1SC1CCOC1=O (configuration not stated)
3: COc1cccc(OCCNC(=O)c2cccc(OC)c2)c1
4: CCCCN1C(=O)C(CC(=O)NC2CCCCC2)CC(C(=O)N(C(C)C)C(C)C)=C1C (configuration not stated)
5: COc1ccc(C2=NN(C(=O)CSc3nc4ncc(Cl)cc4[nH]3)C(c3ccco3)C2)cc1 (configuration not stated)
6: COc1ccc(NC(=O)CSc2nnc(C)c(=O)n2N)cc1
7: COCCNC(=O)c1ccc2c(c1)ncn2-c1ccc(F)c(F)c1
8: CN(CC(=O)Nc1ccccc1Br)C(=O)c1ccccc1OCc1ccc(F)cc1
9: O=C(Cn1cc2c(n1)CCCC2)NCc1cccnc1
10: COc1ccc(CN2CCC[C@]3(N[C@H](c4ccc(OC)cc4)[C@@H]4C(=O)N(Cc5ccccc5)C(=O)[C@@H]43)C2=O)cc1

| Compound | 1 | 2 | 3 | 4 | 5 | 6 | 7 | 8 | 9 | 10 |
| --- | --- | --- | --- | --- | --- | --- | --- | --- | --- | --- |
| NR2E3 ag-1 | -2 | 2 | 4 | x | 1 | -3 | 3 | -2 | 3 | x |
| HIF-2a inh | 15 | 13 | -10 | 3 | -29 | -4 | -74 | 5 | 3 | 2 |
| Peg3 promoter | 14 | 12 | -2 | 8 | -14 | 0 | -63 | 7 | 1 | -2 |
| PDI turbidity | -13 | -6 | -5 | 13 | -2 | -7 | -1 | 3 | x | 7 |
| KKLEB cytotox | 8 | -4 | -7 | 12 | -12 | 8 | -7 | -4 | 0 | -7 |
| TRPM1 prom inh | 4 | -4 | 0 | x | 11 | 11 | -37 | 1 | -6 | x |
| Shn3 inh set2 | -5 | -11 | 6 | -2 | 9 | -5 | -2 | -1 | 3 | -1 |
| Vif imaging | -5 | -5 | -2 | -1 | -12 | -11 | 6 | -2 | 4 | 1 |
| CF NFkB inh | 16 | 14 | 8 | -14 | 19 | 0 | 6 | 18 | -15 | -5 |
| NR2E3 ag-2 | -10 | -39 | 1 | 2 | -5 | -22 | -9 | -4 | -14 | -26 |
| CaV13 FRET inh | -7 | -5 | -3 | -6 | -1 | -6 | x | -2 | -2 | -3 |

An excerpt of these results, with two lines to a compound:
Below each compound: NR2E3 ag-1, HIF-2a inh, Peg3 promoter, PDI turbidity, KKLEB cytotox, TRPM1 prom inh, Shn3 inh set2, Vif imaging, CF NFkB inh, NR2E3 ag-2, CaV13 FRET inh
3: COc1cccc(OCCNC(=O)c2cccc(OC)c2)c1
→ 4, -10, -2, -5, -7, 0, 6, -2, 8, 1, -3
4: CCCCN1C(=O)C(CC(=O)NC2CCCCC2)CC(C(=O)N(C(C)C)C(C)C)=C1C (configuration not stated)
→ x, 3, 8, 13, 12, x, -2, -1, -14, 2, -6
5: COc1ccc(C2=NN(C(=O)CSc3nc4ncc(Cl)cc4[nH]3)C(c3ccco3)C2)cc1 (configuration not stated)
→ 1, -29, -14, -2, -12, 11, 9, -12, 19, -5, -1

Following part:
11: COc1cccc(NC(=O)N2CCCc3ccccc32)c1
12: CCN(C(=O)Cn1cc(C(F)(F)F)ccc1=O)C1CCS(=O)(=O)C1 (configuration not stated)
13: O=C(N/N=C/c1ccccn1)C(O)c1ccccc1 (configuration not stated)
14: COc1ccc(CCNC(=O)CN2C(=O)c3ccccc3S2(=O)=O)cc1
15: O=C(CN1C(=O)NC2(CCCC2)C1=O)N1CCN(S(=O)(=O)c2ccc(Cl)cc2)CC1
16: Cc1ccc(C)c(S(=O)(=O)N2CCN(C(=O)/C=C/c3ccco3)CC2)c1
17: CC(=O)C(=Cc1cn(-c2ccccc2)nc1-c1ccccc1)C(C)=O
18: COc1ccc2nc(SC(C(=O)c3ccccc3)c3ccccc3)nc(C)c2c1 (configuration not stated)
19: COc1ccc(CCN2CC(C(=O)NCCc3ccccc3)CC2=O)cc1OC (configuration not stated)
20: COc1ccc([N+](=O)[O-])cc1NC(=O)c1ccccc1SC

| Compound | 11 | 12 | 13 | 14 | 15 | 16 | 17 | 18 | 19 | 20 |
| --- | --- | --- | --- | --- | --- | --- | --- | --- | --- | --- |
| NR2E3 ag-1 | 1 | x | 5 | 4 | -3 | 0 | -3 | 4 | -2 | 4 |
| HIF-2a inh | -10 | -4 | 15 | 0 | 16 | 15 | -55 | 11 | -74 | -5 |
| Peg3 promoter | -17 | -8 | 6 | -1 | 10 | -1 | -57 | 5 | -64 | -7 |
| PDI turbidity | -1 | 2 | 1 | -1 | 1 | 3 | 9 | -2 | 1 | 1 |
| KKLEB cytotox | 0 | 4 | 4 | 8 | -1 | 0 | 3 | 3 | 4 | 2 |
| TRPM1 prom inh | 7 | x | 0 | 6 | -1 | -5 | -16 | 3 | -30 | 4 |
| Shn3 inh set2 | 13 | -5 | 11 | 5 | -6 | 70 | 10 | -7 | x | 6 |
| Vif imaging | 0 | 4 | -1 | 8 | -5 | -3 | 0 | -5 | 2 | 12 |
| CF NFkB inh | 15 | -2 | -4 | -1 | 14 | 21 | -15 | 12 | -15 | -14 |
| NR2E3 ag-2 | -10 | 17 | -25 | -1 | -6 | -3 | -33 | -15 | -70 | 2 |
| CaV13 FRET inh | -5 | -5 | -5 | -6 | -5 | -15 | -3 | -5 | -4 | 0 |

21: Cc1nc2c(-c3ccccc3)c(C)nn2c(SCC(N)=O)c1Cc1ccccc1
22: COc1ccc(S(=O)(=O)Cc2ccc(C(=O)NCc3ccc(C)cc3)o2)cc1
23: COc1cc(OC)cc(C(=O)N2CCN(S(C)(=O)=O)CC2)c1
24: CC1CCN(CC(=O)Nc2ccc(Br)cc2[N+](=O)[O-])CC1
25: Cc1ccc(N=Nc2c(N)nn(-c3ccccc3)c2N)cc1
26: CCC(=O)Nc1nc(-c2ccccc2)nc(SC)c1C(C)=O
27: Cc1ccc(S(=O)(=O)NC(=O)N(C)C2CCCCC2)cc1
28: Cc1ccc(CSc2nnc(NC(=O)C3COc4ccccc4O3)s2)cc1 (configuration not stated)
29: CCCc1nnc(NC(=O)c2cc3ccccc3oc2=O)s1
30: Cc1cnc(Sc2ncccc2[N+](=O)[O-])nc1

| Compound | 21 | 22 | 23 | 24 | 25 | 26 | 27 | 28 | 29 | 30 |
| --- | --- | --- | --- | --- | --- | --- | --- | --- | --- | --- |
| NR2E3 ag-1 | -2 | 1 | -2 | -1 | -3 | 2 | 0 | 3 | 2 | -1 |
| HIF-2a inh | 29 | 1 | 8 | -103 | -352 | -13 | 26 | 6 | -26 | 5 |
| Peg3 promoter | 27 | -12 | -1 | -65 | -260 | 3 | -3 | 4 | -30 | 13 |
| PDI turbidity | -1 | -7 | -1 | 6 | 4 | -9 | 3 | -8 | 4 | -21 |
| KKLEB cytotox | -5 | 4 | 3 | -1 | -6 | 5 | -2 | 9 | 18 | -4 |
| TRPM1 prom inh | x | 12 | 3 | -19 | -2 | -1 | x | -10 | -25 | -1 |
| Shn3 inh set2 | 13 | 14 | -1 | -1 | -84 | -7 | x | -6 | -20 | -10 |
| Vif imaging | 5 | -8 | 9 | -12 | 2 | -5 | -1 | 2 | -16 | 1 |
| CF NFkB inh | -12 | -6 | 10 | 1 | 2 | 5 | -6 | 4 | -12 | 21 |
| NR2E3 ag-2 | 2 | 5 | 9 | -16 | -166 | -1 | -23 | -32 | -20 | -15 |
| CaV13 FRET inh | -14 | -2 | -4 | 1 | -7 | 1 | -5 | -5 | -5 | -4 |

31: CC1(C)CC(=O)C(C=Nc2ccccc2)=C(O)C1
32: CC1CCc2c(nc3ncnn3c2N2CC(C)OC(C)C2)C1 (configuration not stated)
33: CCCN(CCC)Cc1c(C(=O)N/N=C/C(C)=C\c2ccco2)nnn1-c1nonc1N
34: Cn1c(CCNC(=O)c2ccco2)nc2cc(NC(=O)C3CCCCC3)ccc21
35: CCC(=O)Nc1ccc(NC(=O)c2ccco2)cc1
36: C=CCn1c(=O)c2ccccc2n2c(SCC(=O)/C(C#N)=C(\C)N)nnc12
37: COc1ccc(S(=O)(=O)N2CCCCC2)cc1NC(=O)CCNC(=O)c1ccc(Br)cc1
38: COc1ccc(/C=C2\SC(=N)N(c3ccc(F)cc3)C2=O)cc1OC
39: Cc1ccc(-c2cnc(NCc3cc4c(cc3[N+](=O)[O-])OCO4)n2C)cc1C
40: N=c1oc2ccccc2cc1C(=O)NCc1ccccc1

| Compound | 31 | 32 | 33 | 34 | 35 | 36 | 37 | 38 | 39 | 40 |
| --- | --- | --- | --- | --- | --- | --- | --- | --- | --- | --- |
| NR2E3 ag-1 | -3 | 2 | 1 | 0 | -1 | 2 | 0 | 3 | 1 | -1 |
| HIF-2a inh | 19 | 3 | 15 | -92 | -203 | 12&-7 | 9 | -7 | -2 | -8 |
| Peg3 promoter | 5 | 8 | 38 | -57 | -120 | 3&6 | -4 | 25 | -6 | -127 |
| PDI turbidity | 0 | 0 | 8 | 0 | 1 | -59&0 | -3 | -8 | -3 | 5 |
| KKLEB cytotox | -6 | 1 | -26 | -4 | 4 | -5&-4 | 9 | -22 | -5 | 11 |
| TRPM1 prom inh | 2 | -2 | 69* | -17 | -65 | -5&-6 | 18 | -8 | x | 10 |
| Shn3 inh set2 | 3 | 18 | 3 | -46 | -48 | 93*! | -9 | 9 | 4 | 10 |
| Vif imaging | 0 | -3 | -13 | -1 | -3 | 9&-8 | 1 | 1 | 2 | -4 |
| CF NFkB inh | 11 | -3 | 34 | 12 | -1 | 2&7 | -6 | 35 | -8 | -18 |
| NR2E3 ag-2 | -17 | -9 | 27 | -22 | -82 | -13&-16 | -4 | -35 | 10 | 6 |
| CaV13 FRET inh | x | -2 | -8 | -4 | -8 | -6&-7 | -5 | -7 | -4 | x |

41: COc1ccc2[nH]c(=O)c(CN(C)C(=O)c3cccs3)cc2c1
42: COc1ccc2c(c1)C(SCC(=O)NCCc1ccccc1)CC(C)(C)O2 (configuration not stated)
43: CCSc1nnc(Nc2ccccc2)s1
44: OCC1(Cc2ccccc2Cl)CCN(C/C=C/c2ccccc2)CC1
45: CCOc1ccccc1CNc1ccc(N2CCOCC2)c(C(=O)O)c1
46: CC1Oc2ccccc2N(CC(=O)N2CCCC2)C1=O (configuration not stated)

| Compound | 41 | 42 | 43 | 44 | 45 | 46 |
| --- | --- | --- | --- | --- | --- | --- |
| NR2E3 ag-1 | 1 | 4 | -1 | -2 | 4 | 0 |
| HIF-2a inh | 10 | -12 | -190 | -12 | -6 | 3 |
| Peg3 promoter | 5 | 13 | -229 | 7 | 15 | -2 |
| PDI turbidity | 12 | x | 14 | 9 | 2 | 0 |
| KKLEB cytotox | -3 | 0 | -6 | -13 | 11 | -6 |
| TRPM1 prom inh | -6 | -1 | -65 | -26 | 7 | 2 |
| Shn3 inh set2 | 8 | -6 | -24 | x | -7 | 1 |
| Vif imaging | -1 | 7 | 4 | 3 | 9 | 4 |
| CF NFkB inh | -4 | -5 | 3 | 1 | -4 | -27 |
| NR2E3 ag-2 | -34 | -22 | -66 | -6 | -1 | 6 |
| CaV13 FRET inh | 6 | -2 | -6 | -7 | -6 | -6 |
